TRPC4 act – TRPC4 (mouse) channel activation | hit rate 0.49% among 310,000 | HEK293 TRPC4beta/mu-opioid, Fluo4 calcium fluorescence; stronger effect = higher value | B-score at 10 µM | Q9QUQ5 | AID 2237;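 active means B-score above 5 SD of library B-scores, and initial fluorescence ratio not above library mean plus 5 SD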;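 further: positive B-score marks a calcium rise read as TRPC4 activation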
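system = HEK293 cells stably co-expressing mouse TRPC4beta and mu-opioid receptor | schedule = Fluo4 dye loading 45 min at room temperature, 110 s recording | measure = B-scored integrated calcium fluorescence ratio | signal = Fluo4 calcium-sensitive dye fluorescence, kinetic, 1 Hz baseline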
TRPC4 potent – allosteric potentiators of mouse TRPC4 channel | hit rate 0.42% among 310,000 | HEK293 TRPC4beta/mu-opioid, DAMGO EC20, Fluo-4 Ca2+ flux; stronger effect = higher value | B-score at 10 µM;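 active means B-score of calcium response area above 5 SD of library B-scores, with initial fluorescence ratio within 5 SD of library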;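 further: B-score of integrated fluorescence ratio over time as area under calcium response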
TRPC6 inhibitor – blocks the mouse TRPC6 cation channel. hit rate 1.1% among 310,000. B-score at 10 µM. Q61143. HEK293-TRPC6, membrane potential dye, ACh-evoked depolarization; stronger effect = lower value;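 active means B-score under library mean minus 3 SD, initial fluorescence not abnormally high, positive integrated signal ratio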;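 further: B-score derived from integrated fluorescence ratio over the kinetic read; more negative B-score means stronger inhibition of depolarization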
Target sequence (Q61143 whole entry, looked up): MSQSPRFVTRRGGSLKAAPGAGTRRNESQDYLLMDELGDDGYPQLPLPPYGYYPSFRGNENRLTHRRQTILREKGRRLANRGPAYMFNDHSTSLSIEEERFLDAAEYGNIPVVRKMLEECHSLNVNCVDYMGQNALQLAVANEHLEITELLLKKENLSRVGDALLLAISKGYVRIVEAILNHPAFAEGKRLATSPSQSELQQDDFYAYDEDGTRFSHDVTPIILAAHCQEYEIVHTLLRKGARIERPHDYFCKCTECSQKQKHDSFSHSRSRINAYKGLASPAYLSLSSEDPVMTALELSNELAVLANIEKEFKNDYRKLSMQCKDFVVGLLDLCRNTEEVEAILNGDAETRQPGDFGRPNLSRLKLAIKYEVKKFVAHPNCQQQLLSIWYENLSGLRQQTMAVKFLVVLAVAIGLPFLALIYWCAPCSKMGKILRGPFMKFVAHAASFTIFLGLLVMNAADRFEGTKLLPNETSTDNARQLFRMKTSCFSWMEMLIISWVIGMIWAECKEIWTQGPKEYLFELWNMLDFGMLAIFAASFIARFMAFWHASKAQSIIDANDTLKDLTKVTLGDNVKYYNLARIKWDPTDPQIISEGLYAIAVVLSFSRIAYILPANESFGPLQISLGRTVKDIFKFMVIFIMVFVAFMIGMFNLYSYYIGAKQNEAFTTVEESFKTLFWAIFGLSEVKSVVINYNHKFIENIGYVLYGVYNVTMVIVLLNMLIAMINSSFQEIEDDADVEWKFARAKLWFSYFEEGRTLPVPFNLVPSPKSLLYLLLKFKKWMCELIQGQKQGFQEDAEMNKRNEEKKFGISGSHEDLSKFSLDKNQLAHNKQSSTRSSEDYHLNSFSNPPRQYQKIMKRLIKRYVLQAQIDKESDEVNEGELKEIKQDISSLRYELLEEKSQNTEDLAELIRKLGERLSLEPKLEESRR
MrgX1 ag – activates human MrgX1 receptor signaling; MrgX1-HEK293 cells, Fluo-4 calcium fluorescence, agonist mode; stronger effect = higher value; B-score at 10 µM; hit rate 0.44% among 310,000; Q96LB2; AID 588627;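 active means calcium response B-score plate-corrected fluorescence ratio at least 3 library SD, with starting fluorescence B-score inside 5 SD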
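Test system: Stable human MrgX1 HEK293 cell line | Schedule: Overnight plating before 1 h dye loading | Read-out basis: Baseline-normalised fluorescence change ratio, B-scored | Detection: Kinetic calcium dye fluorescence, Fluo-4 NW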
ANO1 block – inhibitors of mouse TMEM16A calcium-activated chloride channel; Q8BHY3; HEK293 TMEM16A/YFP iodide influx fluorescence, ionomycin; normalized B-score (activity score, 25-100; higher = stronger inhibition) at 10 µM; hit rate 1.2% among 310,000; AID 588511;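 active means ratio plate-corrected score three or more library SD toward inhibition, starting fluorescence score within five deviations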;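 further: score derived from kinetic fluorescence span divided by baseline fluorescence per well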
TRPC4 inh – TRPC4 (mouse) channel inhibition. Q9QUQ5. HEK293 TRPC4beta/mu-opioid, DAMGO-evoked Fluo4 calcium flux; stronger effect = lower value. B-score at 10 µM. hit rate 0.39% among 300,000;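 active means B-score over 3 SD under the library average, no early fluorescence shift, positive overall ratio signal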
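Assay system: Stable TRPC4beta/mu-opioid receptor HEK293 cells | Reagent: DAMGO in two steps, submaximal then maximal | Compound dosing: Single concentration per test compound | Signal: Fluo4 Ca2+ flux fluorescence | Evaluation: Per-well B score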
RGS4 block – inhibitors of human RGS4; P49798; HEK293 M3R/RGS4 inducible, Fluo-4 calcium flux; stronger effect = higher value; triggered by carbachol at its EC20; B-score at 10 µM; hit rate 0.45% among 310,000;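 active means B-score, a plate-corrected calcium signal, over three deviations above library mean, with baseline fluorescence within five deviations of library mean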;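 further: RGS4 expression induced by doxycycline in cells with stable M3 receptor; B-score is computed from the integrated fluorescence ratio over baseline after carbachol; higher B-score means a larger calcium signal and so more RGS4 inhibition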
Target sequence (P49798 whole entry, looked up): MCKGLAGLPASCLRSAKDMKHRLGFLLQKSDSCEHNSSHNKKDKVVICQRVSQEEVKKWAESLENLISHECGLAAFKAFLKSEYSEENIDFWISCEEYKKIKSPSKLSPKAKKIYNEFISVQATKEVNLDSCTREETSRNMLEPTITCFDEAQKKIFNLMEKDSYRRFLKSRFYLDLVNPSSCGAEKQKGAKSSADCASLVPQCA
TMEM16A act – mouse TMEM16A channel activation, primary screen. hit rate 0.3% among 340,000. HEK293 TMEM16A/YFP-H148Q/I152L, iodide quench fluorescence; stronger effect = lower value. AID 623877. Q8BHY3. B-score at 10 µM;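 active means fluorescence-ratio B-score plate-corrected deviation score at least 3 library SD below zero, with starting fluorescence score within 5 deviations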;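 further: channel opened by trigger with iodide after compound preincubation; score built on the fluorescence ratio of max minus min over baseline; more negative score means more quench and so TMEM16A activation or potentiation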
MrgX1 antag – antagonists of human MrgX1 receptor; Q96LB2; B-score at 10 µM; MRGX1-HEK293 calcium flux, Fluo-4, BAM8-22 antagonism; stronger effect = lower value; hit rate 1.3% among 310,000;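 active means calcium-response B-score plate-corrected more than 3 library SD below zero, starting fluorescence within 5 deviations, no agonist response on first addition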;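 further: peak minus trough fluorescence over baseline after final BAM8-22 challenge near maximal dose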
TRPC6 act – activates the mouse TRPC6 cation channel | hit rate 0.13% among 310,000 | B-score at 10 µM | AID 2550 | HEK293-TRPC6 membrane potential dye fluorescence; stronger effect = higher value;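 active means B-score of the integrated fluorescence ratio above library mean plus 3 SD, and starting fluorescence ratio within library mean plus 5 SD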;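 further: higher score means more depolarization so channel activation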
MrgX1 PAM – allosterically activates human MrgX1 receptor signaling; Q96LB2; MrgX1-HEK293, Fluo-4 calcium flux, FDSS; stronger effect = higher value; B-score at 10 µM; hit rate 0.63% among 310,000; AID 588675;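 active means plate-corrected calcium response at least 3 library SD above typical, normal starting fluorescence, not activating the receptor alone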;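 further: compound read alongside a low EC10 to EC30 dose of BAM8-22 agonist; peak minus trough fluorescence over baseline measured at the second addition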
An asterisk follows results filed as active; i = inactive; nt = not tested or not shown. An unsorted share of the library (roughly 5.8% active in at least one column).

SMILES	TRPC4 act	TRPC4 potent	TRPC6 inhibitor	MrgX1 ag	ANO1 block	TRPC4 inh	RGS4 block	TMEM16A act	MrgX1 antag	TRPC6 act	MrgX1 PAM
Cc1cccc(C(=O)N2CCCC(c3nc(-c4ccc(C)o4)no3)C2)c1 (configuration not stated)	i	i	i	i	i	i	i	i	i	i	i
O=C(Nc1ccccc1)c1ccc(S(=O)(=O)N2CCOCC2)cc1	i	i	i	i	i	i	i	i	i	i	i
S=C(Nc1cccc(Br)c1)c1ccccc1	i	i	i	i	i	i	i	i	i	i	i
CC1CCCCN1CC(=O)Nc1ccc2c(c1)OC(F)(F)O2 (configuration not stated)	i	i	i	i	i	i	i	i	i	i	i
CC(C)CN1CN(Cc2ccccc2)CNC1=S	i	i	i	i	i	i	i	i	i	i	i
O=C(c1ccc([N+](=O)[O-])cc1[N+](=O)[O-])n1cnc2ccccc21	i	i	i	i	i	i	i	i	i	i	i
Cc1ccc(OCC(=O)NNC(=O)c2ccc3c(=O)n4c(nc3c2)CCC4)cc1	i	i	i	i	i	i	i	i	i	i	i
COc1ccc(-c2cc(C(=O)N3CCN(C(c4ccccc4)c4ccccc4)CC3)no2)cc1	i	i	i	i	i	i	i	i	i	i	i
O=C(c1ccc2c(c1)N(Cc1ccccc1)CCS2)N1CCOCC1	i	i	i	i	i	i	i	i	i	i	i
O=C(O)C(Cc1ccccc1)N1Cc2ccccc2C1=O (configuration not stated)	i	i	i	i	i	i	i	i	i	i	i
CS(=O)(=O)N(CC(=O)NCCSCc1ccccc1)c1ccccc1	i	i	i	i	i	i	i	i	i	i	i
Cc1cc(C)cc(NC(=O)Cn2c(=O)oc3cc(S(=O)(=O)N4CC(C)CC(C)C4)ccc32)c1 (configuration not stated)	i	i	i	i	i	i	i	i	i	i	i
Cc1noc(C)c1COC(=O)c1ccccc1Oc1ccccc1	i	i	i	i	i	i	i	i	i	i	i
CCS(=O)(=O)Nc1ccc(C2=NN(C(=O)c3ccccc3)C(c3cccs3)C2)cc1 (configuration not stated)	i	i	i	i	i	i	i	i	i	i	i
O=C1CCCN2N=C(SCC(=O)Nc3ccc([N+](=O)[O-])cc3)SC2=N1	i	i	i	i	i	i	i	i	i	i	i
CCS(=O)(=O)Nc1cccc(-c2ccc3nnc(-c4cccnc4)n3n2)c1	i	i	i	i	i	i	i	i	i	i	i
O=C(c1ccc2c3c(cccc13)CC2)C1CCCN(C(=O)c2ccc[n+]([O-])c2)C1 (configuration not stated)	i	i	i	i	i	i	i	i	i	i	i
COc1cc(C2C(C(=O)c3cccs3)=C(O)C(=O)N2CCN2CCOCC2)ccc1OCCC(C)C (configuration not stated)	i	i	i	i	i	i	i	i	i	i	i
CCN(CC)S(=O)(=O)c1ccc(N/N=C(\C)c2cccnc2)nc1	i	i	i	i	i	i	i	i	i	i	i
CCCCN(Cc1ccccc1)S(=O)(=O)c1ccc2c(c1)n(C)c(=O)c(=O)n2C	i	i	i	i	i	i	i	i	i	i	i
CS(=O)(=O)N1CCN=C1SCc1ccc([N+](=O)[O-])cc1	i	i	i	i	i	i	i	i	i	i	i
CCOC(=O)N(CC)OC(=O)Nc1ccc(Cl)cc1	i	i	i	i	i	i	i	i	i	i	i
COC(=O)c1ccccc1Sc1ncnc2onc(C)c12	i	i	i	i	i	i	i	i	i	i	i
O=C(Nc1ccc2c(c1)C(=O)N(c1ccccc1)C2=O)c1cccs1	i	i	i	i	i	i	i	i	i	i	i
Cc1nn(C)c(C)c1CN(Cc1nc(-c2ccc(F)cc2F)oc1C)C1CC1	i	i	i	56*	i	i	i	i	i	i	i
(further entries)
SMILES	TRPC4 act	TRPC4 potent	TRPC6 inhibitor	MrgX1 ag	ANO1 block	TRPC4 inh	RGS4 block	TMEM16A act	MrgX1 antag	TRPC6 act	MrgX1 PAM
Cc1cc(C)cc(NC(=O)C(NCC2CCCO2)c2ccccc2)c1 (configuration not stated)	i	i	i	i	i	i	i	i	i	i	i
Cc1cc(C)nc(NS(=O)(=O)c2ccc(NC(=O)c3ccc(N4C(=O)CCC4=O)cc3)cc2)n1	i	i	i	i	i	i	i	i	i	i	i
CC1(c2ccc(Cl)cc2)NC(=O)CS1 (configuration not stated)	i	i	i	i	i	i	i	i	i	i	i
Cc1cccc(-n2ncc(C(=O)NC3CCCC3)c2C2CCN(C(=O)OC(C)(C)C)CC2)c1	i	i	i	i	i	i	i	i	i	i	i
CCOC(=O)N1CCN(CC(=O)Nc2sc(CC)cc2C(=O)c2ccc(OC)cc2)CC1	i	i	i	i	i	i	i	i	i	i	i
COc1ccc(C(C(=O)NCC2CCCO2)N(C(=O)c2snc(C(N)=O)c2N)c2ccccc2C)cc1OC (configuration not stated)	i	i	i	i	i	i	i	i	i	i	i
N#CC1=C(N)Oc2n[nH]c(-c3cccs3)c2C1c1ccccc1C(=O)O (configuration not stated)	i	i	i	i	i	i	i	i	i	i	i
COC(=O)Cc1csc(/N=C/c2c(O)n(-c3cccc(C(F)(F)F)c3)c(=O)c3ccccc23)n1	i	i	i	i	i	i	i	i	i	i	i
O=C(Nc1ccc(-c2noc(-c3ccccc3F)n2)cc1)c1cccs1	i	i	i	i	i	i	i	i	i	i	i
CC1CCCC(C)N1S(=O)(=O)c1ccc(NC(=O)c2ccccc2C(=O)N2CCOCC2)cc1 (configuration not stated)	i	i	i	i	i	i	i	i	i	i	i
CCOc1cccc(N(C(=O)C2COc3ccccc3O2)C(C(=O)NC2CCCCC2)c2ccc(O)cc2)c1 (configuration not stated)	i	i	i	i	i	i	i	i	i	i	i
c1ccc2[nH]c(SCc3cscn3)nc2c1	i	i	i	i	i	i	i	i	i	i	i
O=C(c1cnccn1)N1CCN(c2ccccc2F)CC1	i	i	i	i	i	i	i	i	i	i	i
COc1ccc(N=C2S/C(=C\c3ccc(Cl)c([N+](=O)[O-])c3)C(=O)N2CCN(C)C)cc1	i	i	i	i	i	i	13*	i	i	i	i
CC(C)n1nccc1N(Cc1ccc(Cl)cc1)S(=O)(=O)c1ccccc1	i	i	i	i	i	i	i	i	i	i	i
N#CCCN(C(=O)Nc1ccc(Cl)cc1)c1ccccc1	i	i	i	i	i	i	i	i	i	i	i
C/C(=N\NC(=O)COc1ccc(C(C)(C)C)cc1)c1ccc(-n2ccnc2)cc1	i	i	i	i	i	i	i	i	i	i	i
C=CCn1c(SCc2cc(=O)n3ccsc3n2)nc2cc(Cl)ccc2c1=O	i	i	i	i	i	i	i	i	i	i	i
Cn1nc(C(F)(F)F)c(-c2cccc(C(F)(F)F)c2)c1NC(=O)Nc1ccc(F)cc1	i	i	i	i	i	i	i	i	i	i	i
O=C(O)COc1ccc(Cl)cc1CO	i	i	i	i	i	i	i	nt	-4.7*	i	i
CN1C(=O)N(c2ccccc2)C(Nc2nncs2)C1(C)C (configuration not stated)	i	i	i	i	i	i	i	i	i	i	i
CC(C(=O)N1CCN(C(=O)c2ccco2)CC1)n1sc2ccccc2c1=O (configuration not stated)	i	i	i	i	i	i	i	-45*	i	i	i
Cc1ccc(-c2cc(C(=O)NN)n[nH]2)o1	i	i	i	i	i	i	i	i	i	i	i
Clc1cc(Cl)c2nc(N3CCCCC3)sc2c1	i	i	i	i	i	i	i	i	i	i	i
O=C(CSc1nc(-c2ccccc2)cs1)N1CCc2ccccc21	i	i	i	i	i	i	i	i	i	i	i
Additional results
SMILES	TRPC4 act	TRPC4 potent	TRPC6 inhibitor	MrgX1 ag	ANO1 block	TRPC4 inh	RGS4 block	TMEM16A act	MrgX1 antag	TRPC6 act	MrgX1 PAM
O=C(NC1CC1)C1Nc2ccc(OC(F)(F)F)cc2C2C=CCC12 (configuration not stated)	i	i	i	i	i	i	i	i	i	i	i
Cc1ccccc1OCCC(=O)Nc1ccc(N2CCOCC2)cc1N1CCOCC1	i	i	i	i	i	i	i	i	i	i	i
O=C1c2ccccc2C(=O)N1OCCOCCOCCBr	i	i	i	i	i	i	i	i	i	i	i
Cn1cc(CNC(=O)Nc2ccc3c(c2)OCO3)cn1	i	i	i	i	i	i	i	i	i	i	i
O=C(NCCCCc1ccccc1)Nc1ccc(F)cc1F	i	i	i	i	i	i	i	i	i	i	i
COc1ccc(-c2nn(-c3ccccc3C)cc2CNCCc2cnc[nH]2)cc1F	i	i	i	i	i	i	i	i	i	i	i
Cc1ccc(S(=O)(=O)NCc2csc(C)n2)cc1	i	i	i	i	i	i	i	i	i	i	i
COc1cc(CCC(=O)Nc2nccs2)cc(OC)c1OC	i	i	i	i	i	i	i	i	i	i	i
Cc1cccc(Cn2c(=O)n(Cc3ccco3)c(=O)c3ccccc32)c1	i	i	i	i	i	i	i	i	i	i	i
O=C(CSc1nnc(-c2ccncc2)n1-c1ccccc1)N1CCN(c2ccc(Cl)cc2)CC1	i	i	i	i	i	i	i	i	i	i	i
Cc1[nH]n(-c2ccccc2)c(=O)c1N=Nc1ccccc1C(=O)N1CCCCC1	i	i	i	i	i	i	i	i	i	i	i
CN(C)c1ccc(C(=O)C(=O)c2ccccc2)cc1	i	i	i	i	i	i	i	i	i	i	i
C=CCSC1=N/C(=C/c2ccsc2)C(=O)N1c1ccccc1	i	i	i	i	i	i	i	i	i	i	i
Fc1ccc2c(c1)C(c1ccncc1)=NNC(c1cccnc1)=N2	i	i	i	i	i	i	i	i	i	i	i
O=C(NCC(c1ccco1)N1CCN(c2ccccc2)CC1)c1ccco1 (configuration not stated)	i	i	i	i	i	i	i	i	i	i	i
O=C(Nc1cccc(S(=O)(=O)N2CCCCC2)c1)Nc1ccc(Cl)cc1Cl	i	i	i	i	100*	i	i	i	i	i	i
Cc1c(Cc2ccccc2)c(=O)oc2c(C)c(OC(C)C(=O)N[C@@H](Cc3ccccc3)C(=O)O)ccc12 (some centres not stated)	i	i	i	i	i	i	i	i	i	i	i
COc1ccc(C(=O)CSc2nnc(CNC(=O)c3ccccc3)o2)cc1	i	i	i	i	i	i	i	i	i	i	i
CC1(C)CC(=O)C(=Cc2cn(-c3ccccc3)nc2-c2ccc(Cl)cc2)C(=O)C1	i	i	i	i	i	i	i	i	i	i	i
